Neddyl block = blocks human cullin neddylation; P61081+Q13564; TR-FRET cullin neddylation, biochemical; AID 651699; 360,000 compounds, 0.58% hits; calls only at 25 µM; in the data active = inhibition above about 36%
eLon inh = inhibits E. coli Lon protease | P0A9M0 | purified E. coli Lon protease, fluorescence polarization | inhibition, % at 7.94 µM | 360,000 compounds, 0.42% hits | AID 602123; in the data active = inhibition above about 13%, passing the limit was not always enough;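 note: 0% = enzyme with probe and DMSO and 100% = no enzyme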
MT1-MMP act inh = MT1-MMP (human) activation inhibition. HT1080 RFP-PRO-GFP cells, GFP/RFP ratio fluorescence, overnight; percent of plate control window, DMSO zero. 360,000 compounds, 0.061% hits. GFP/RFP ratio change, % at 20 µM. P50281;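 active = GFP/RFP ratio change of at least 30% with cell ATP level not reduced by more than half and red fluorescence within 50% of control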; note: strong numbers were not always called active
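Assay system: HT1080 RFP-PRO-GFP cells. Benchmarks: DMSO vehicle wells and RFP-L50D-GFP reporter cell wells. Times: overnight cell settling, then overnight compound exposure, 37 °C, 5% CO2. Compound: 20 µM single dose, 1% DMSO. Read-out basis: GFP/RFP fluorescence ratio.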
SKN-1 inh = C. elegans SKN-1 inhibition | AID 624304 | C. elegans VP596 Pgst-4::GFP/RFP ratio, acrylamide-induced, 24 h | inhibition, % at 21.8 µM | 360,000 compounds, 0.49% hits;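 active = interference check ratio from 0.5 to 1.5 plus GFP to RFP signal ratio inhibition reaching or exceeding a fixed threshold, cut at about 30% in these data, passing the limit was not always enough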; note: some compounds called inactive have numbers as strong as hits
FAS-TE inh = FAS thioesterase (human) inhibition. inhibition, % at 15 µM. P49327. AID 602261. recombinant FAS-TE, OMFH fluorogenic substrate, fluorescence endpoint. 360,000 compounds, 0.67% hits;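 active = compounds whose normalised, plate-corrected inhibition of enzyme fluorescence in the single-dose primary screen is 50% or more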;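 note: 0% = DMSO with enzyme and 100% = substrate without enzyme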
NRP1-CendR mod = modulators of CendR peptide binding to human neuropilin-1; O14786; FAM-RPARPAR peptide binding to NRP-1, fluorescence polarization; inhibition, % at 25 µM; 360,000 compounds, 0.85% hits; AID 602438;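 active = inhibition or corrected inhibition above about 18%, plus a signal ratio from 0.5 to 1.5, limit read from the data, passing the limit was not always enough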; note: strong numbers were not always called active
Target sequence (O14786 whole entry, looked up): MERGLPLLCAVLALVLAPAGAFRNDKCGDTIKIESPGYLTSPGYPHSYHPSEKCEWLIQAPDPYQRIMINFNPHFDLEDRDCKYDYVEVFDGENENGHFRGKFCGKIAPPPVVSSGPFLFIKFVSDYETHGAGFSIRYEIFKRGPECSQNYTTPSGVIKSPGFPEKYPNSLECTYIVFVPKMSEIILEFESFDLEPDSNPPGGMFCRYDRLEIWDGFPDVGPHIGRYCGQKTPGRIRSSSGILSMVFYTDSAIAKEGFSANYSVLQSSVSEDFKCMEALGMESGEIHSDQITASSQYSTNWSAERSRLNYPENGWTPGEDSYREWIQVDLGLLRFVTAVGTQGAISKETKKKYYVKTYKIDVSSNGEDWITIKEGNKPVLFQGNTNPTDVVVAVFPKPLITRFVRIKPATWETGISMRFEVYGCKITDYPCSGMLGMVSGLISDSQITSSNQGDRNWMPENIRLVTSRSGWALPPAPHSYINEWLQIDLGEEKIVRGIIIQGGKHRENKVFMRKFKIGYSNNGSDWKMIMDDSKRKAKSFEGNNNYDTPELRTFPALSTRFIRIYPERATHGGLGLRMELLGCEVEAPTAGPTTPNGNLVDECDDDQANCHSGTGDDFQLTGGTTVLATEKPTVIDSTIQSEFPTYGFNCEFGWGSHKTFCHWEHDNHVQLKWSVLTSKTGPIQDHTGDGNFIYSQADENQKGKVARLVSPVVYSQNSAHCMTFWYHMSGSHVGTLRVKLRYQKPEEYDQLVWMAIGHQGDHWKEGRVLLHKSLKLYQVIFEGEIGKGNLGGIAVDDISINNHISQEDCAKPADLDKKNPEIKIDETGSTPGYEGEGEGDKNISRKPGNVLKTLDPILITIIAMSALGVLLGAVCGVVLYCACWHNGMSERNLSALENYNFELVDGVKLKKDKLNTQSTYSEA
bovine MsrA act = activates bovine MsrA enzyme; purified bovine MsrA, absorbance read-out; activation, % at 10.6 µM; 360,000 compounds, 0.3% hits; AID 602163; in the data active = activation above about 7.5%;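 note: 0% = vehicle and 100% = reference activator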
MsrA inh = inhibits bovine methionine sulfoxide reductase A; purified bovine MsrA, absorbance read-out; inhibition, % at 15.5 µM; 360,000 compounds, 0.75% hits; AID 651718; in the data active = inhibition above about 4.5%;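 note: 0% = vehicle wells with enzyme and 100% = reference inhibitor wells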
Rin1 Abl inh = inhibitors of human Rin1-Abl protein interaction; P00519+Q13671; TR-FRET Rin1/Abl binding, biochemical; inhibition, % at 7.35 µM; 360,000 compounds, 0.4% hits; in the data active = inhibition above about 5%, passing the limit was not always enough
* marks the source's active call; other numbers are inactive results; i = inactive; . = not tested or not shown.

molecule	Neddyl block	eLon inh	MT1-MMP act inh	SKN-1 inh	FAS-TE inh	NRP1-CendR mod	bovine MsrA act	MsrA inh	Rin1 Abl inh
COc1ccc(OCc2nc(C#N)c(N3CCN(c4ccc(OC)cc4)CC3)o2)cc1	i	-9	-4	-1	33	-2	5	1.9	1
CC(=O)Nc1cccc(-c2ccnc3c2CC(C(=O)NCc2ccc(N(C)C)cc2)O3)c1 (configuration not stated)	i	-21	4	7	0	2	-4	0.4	17*
C/C(=N/NC(=O)CNC(=O)C1COc2ccccc2O1)c1ccc2c(c1)OCCO2 (configuration not stated)	i	5	0	8	1	2	-4	1.1	-1
COc1ccc(-c2cc3c(=O)n(CC(=O)NCc4cccnc4)nc(C)n3n2)cc1	.	-5	6	11	-7	-8	-2	0.3	0
Cc1ccc(CSc2[nH]c(=O)ncc2C)cc1	i	2	-5	15	-2	-1	0	2.1	4
O=C(NNC(=O)c1cccs1)c1ccc(Cl)c(Cl)c1	i	3	.	-5	-2	-8	-13	0.1	3
O=C(Cn1cc2c(n1)CCCC2)Nc1ccccc1Cl	i	3	9	6	2	-11	-3	-1.3	-1
CCC(C)NC(=O)CSc1nc2n[nH]c(C)c2c(=N)n1-c1ccc(OC)cc1 (configuration not stated)	i	-3	0	12	1	9	-1	0.2	0
Cc1ccc2c(c1)c(N=NC(N)=S)c(O)n2Cc1ccccc1	i	4	7	4	-4	-3	4	-0.3	-2
COc1cc(C(=O)NCCC(=O)NCCN2CCCCCC2)cc(OC)c1OC	i	-1	3	10	-2	-3	-3	-0.7	-2
CCOC(=O)c1sc2nc3c(SCC(=O)O)cc(C(=O)c4cc(F)ccc4O)cn3c(=O)c2c1C	i	-9	11	-11	1	-146	-4	1.4	0
CCc1ccccc1SCc1noc(C(=O)NCC2CCCO2)c1C(=O)O (configuration not stated)	i	-4	5	-2	-3	16	0	-0.4	-2

Next part; the last two above are carried over.
molecule	Neddyl block	eLon inh	MT1-MMP act inh	SKN-1 inh	FAS-TE inh	NRP1-CendR mod	bovine MsrA act	MsrA inh	Rin1 Abl inh
CCOC(=O)c1sc2nc3c(SCC(=O)O)cc(C(=O)c4cc(F)ccc4O)cn3c(=O)c2c1C	i	-9	11	-11	1	-146	-4	1.4	0
CCc1ccccc1SCc1noc(C(=O)NCC2CCCO2)c1C(=O)O (configuration not stated)	i	-4	5	-2	-3	16	0	-0.4	-2
COc1cc(C)ccc1OCc1cc(C(=O)N2CCN(C3CCCCC3)CC2)no1	i	-6	-4	12	-2	9	-11	-0.1	5
CCOC(=O)c1oc2c(CN3CCN(C)CC3)c(O)c(CC)cc2c(=O)c1-c1nc2ccccc2s1	i	2	5	18	-1	-2	-3	1.6	-2
CCCCCCn1cc(CN2CC(N3CCCCC3)CS2(=O)=O)nn1 (configuration not stated)	i	-6	5	6	0	-11	-11	0.9	.
COc1ccc(S(=O)(=O)N2CC(C)N(C(=O)N(C)C)C2C(C)C)cc1 (configuration not stated)	i	7	-3	22	-3	3	4	-0.3	-1
COc1ccc(OC)c(N=c2oc3cc(O)ccc3cc2C(N)=O)c1	.	-7	0	-3	-7	-19	-5	1.0	1
Cn1cc(CN2CCN(CC(C)(C)C)C(CCO)C2)c2ccccc21 (configuration not stated)	i	-3	1	0	-2	-3	-4	-0.6	-1
Cn1nnnc1SCC(=O)Nc1cccc(S(=O)(=O)N2CCCCC2)c1	i	1	1	6	-5	9	-4	0.9	1
COc1cc(C(c2c(NC(=O)c3ccco3)sc(C)c2C)N2CCOCC2)cc(OC)c1OC (configuration not stated)	i	-4	-7	35	16	6	-2	2.4	-1
CC(C)=CCOc1ccc2ccc(=O)oc2c1	.	-10	3	11	6	10	-1	0.7	-2
Cc1cc(C)cc(NC(=O)Cn2c(-c3ccccc3Cl)nc3ccccc32)c1	i	1	2	13	12	1	-2	-1.0	1
CC(C)(C)c1ccc(C(=O)N2CCC2(C)C(=O)NCC(F)(F)F)cc1 (configuration not stated)	i	-4	8	-2	-4	6	-1	1.5	-1
O=C(CC1CCCC1)NCCS(=O)(=O)N1CCN(c2ccc(F)cc2)CC1	i	5	3	22	-2	6	-7	-1.2	2

Sorted by SMILES length (ascending): some entries from above.
molecule	Neddyl block	eLon inh	MT1-MMP act inh	SKN-1 inh	FAS-TE inh	NRP1-CendR mod	bovine MsrA act	MsrA inh	Rin1 Abl inh
Cc1ccc2c(c1)c(N=NC(N)=S)c(O)n2Cc1ccccc1	i	4	7	4	-4	-3	4	-0.3	-2
Cn1cc(CN2CCN(CC(C)(C)C)C(CCO)C2)c2ccccc21 (configuration not stated)	i	-3	1	0	-2	-3	-4	-0.6	-1
CCC(C)NC(=O)CSc1nc2n[nH]c(C)c2c(=N)n1-c1ccc(OC)cc1 (configuration not stated)	i	-3	0	12	1	9	-1	0.2	0
COc1cc(C(c2c(NC(=O)c3ccco3)sc(C)c2C)N2CCOCC2)cc(OC)c1OC (configuration not stated)	i	-4	-7	35	16	6	-2	2.4	-1

Next structures follow.
molecule	Neddyl block	eLon inh	MT1-MMP act inh	SKN-1 inh	FAS-TE inh	NRP1-CendR mod	bovine MsrA act	MsrA inh	Rin1 Abl inh
O=C(NCC1CCS(=O)(=O)C1)NCC1CCS(=O)(=O)C1 (configuration not stated)	i	6	1	-16	-5	10	4	-0.8	-2
COC(=O)c1sccc1-n1cc(C#N)c(=O)n(C)c1=O	i	-3	-2	-6	-4	-4	-2	-0.8	4
CC(=O)c1sc(NC(=O)c2ccc(Cn3cc(Br)cn3)o2)nc1C	i	9	2	4	0	-3	-2	2.7	-5
CCCS(=O)(=O)N1CCCC(C(=O)NC2CCCCC2)C1 (configuration not stated)	i	-7	5	2	-12	-1	-1	-0.2	2
C#CC1(N2CCCCC2)CCCCC1	i	3	1	-3	-4	-1	-2	-0.1	1
Cc1cccc(Nc2nnc(SCC(=O)Nc3ncc(C(F)(F)F)cc3Cl)s2)c1C	i	-2	0	-2	33	-16	-1	0.5	0
Cc1ccc(C)c(NC2CCCCC2NS(=O)(=O)c2ccccc2)c1 (configuration not stated)	i	13	-1	0	17	8	-7	1.7	-1
C[C@@H](NC(=O)[C@@H]1CCCN1C(=O)[C@@H]1CCCN1C(=O)c1cccc(Cl)c1)c1ccccc1	i	-11	4	-2	-6	-17	-10	0.2	.
CC(=O)N1c2ccc(S(=O)(=O)N3CCC(C(=O)NC(C)c4ccccc4)CC3)cc2CC1C (configuration not stated)	i	-5	1	-2	-4	-4	-3	0.1	-3
Cc1cnn(C(=S)NCc2ccco2)c1	i	2	-3	8	-3	-5	-2	0.4	2
Cc1cccc(N2CCN(C(=O)CCS(=O)(=O)c3ccc4c(c3)NC(=O)C(C)S4)CC2)c1C (configuration not stated)	i	7	-2	-5	7	4	-9	1.4	0
O=Cc1cn(CC(=O)N2CCCCCC2)c2ccccc12	i	4	-1	0	-8	21	-10	0.5	-2
COc1ccc(NC(=O)c2nn(C)c(C(=O)Nc3ccc(OC)cc3)c2[N+](=O)[O-])cc1	i	2	1	-31	-5	-5	-6	0.6	-2
COc1ccc(NC(=O)CS(=O)CC(=O)NCC2OCCc3ccccc32)cc1 (configuration not stated)	i	-6	2	-1	-7	5	0	1.4	-4
O=C(OCc1nc2ccccc2[n+]([O-])c1C(=O)c1ccccc1)c1cccs1	i	-13	1	11	6	8	-3	0.1	-1
CC1(C)CC(=O)C(CC(=O)c2ccccc2)=C(NN=C(N)N)C1	i	-7	-1	27	-4	-10	-2	1.5	1
CCOC(=O)N1CCN(CCC(=O)Nc2ccccc2)CC1	i	-20	-1	5	-3	-7	-2	1.1	1
COc1ccc(CC(=O)Nc2cccc(-c3ccc4nncn4n3)c2)cc1OC	i	-2	-1	-2	-1	-4	-2	-0.1	-2
CCCn1c(SCC(=O)Nc2c(C)cccc2C)nnc1C(C)C	i	15*	-6	7	2	13	-3	1.8	-4
CCN(CC)S(=O)(=O)c1ccc(NC(=S)NC(=O)CC(C)C)cc1	i	6	1	-8	9	-7	-2	-1.6	-2
O=C(COC(=O)CNC(=O)c1ccc(Cl)c([N+](=O)[O-])c1)NCC1CCCO1 (configuration not stated)	i	0	4	-2	5	4	-1	-0.2	1
Cc1c(C(=O)NCc2cccc(C(F)(F)F)c2)sc(=O)n1Cc1ccc(S(=O)(=O)N(C)C)cc1	i	-1	-8	12	17	-11	-1	-1.0	5
COc1ccc(C(=O)c2ccc(OC)cc2OC)cc1	i	7	0	3	1	-9	-3	-1.0	-3
CCOC(=O)c1sc2nc(C)c([N+](=O)[O-])c(COC)c2c1N	i	8	1	4	23	-14	1	0.2	-3
COc1ccc(C(=O)OCC(=O)c2ccc[nH]2)cc1	i	-6	-2	0	-2	-3	-6	1.0	1
O=C(Nc1ccccc1C(=O)Nc1ccncc1)c1ccc([N+](=O)[O-])cc1	i	7	0	-12	45	0	-12	-0.3	1
COC(=O)c1cccc(Nc2cc(C)nc(-c3ccccc3O)n2)c1	i	6	5	13	34	5	0	0.0	0
O=C(CNC(=O)c1ccncc1)N/N=C/c1cccc([N+](=O)[O-])c1	i	6	2	10	4	0	-11	2.0	-1
COc1ccc(N2C(=O)CSC2c2cccc(OC)c2OC)cc1 (configuration not stated)	i	-2	-1	3	-8	10	-8	-1.5	1
CCOC(=O)c1c(C)oc2ccc(OCc3cc(C(=O)OC)oc3C)cc12	i	6	3	5	16	12	-2	-1.1	1
CNC(=O)COc1coc(CN2CCN(c3ccccc3)CC2)cc1=O	i	-5	1	-4	-2	0	-2	1.3	1
O=C(/C=C/c1cnc2ccccc2n1)NC1CCCCCC1	i	17	0	5	-8	-8	-4	3.3	-10
COc1ccc(CSc2nncn2N)cc1[N+](=O)[O-]	i	13	-2	0	-4	-12	-3	-1.8	0
COc1ccc(C(C(O)C(=O)c2c[nH]c3ccccc23)N2CCN(c3ccc(OC)cc3)CC2)cc1 (configuration not stated)	i	3	5	5	-1	-10	2	-0.3	1
COc1ccc(C(=O)c2ccccc2)c2c(O)ccc(C(=O)c3ccccc3)c12	i	5	3	-9	4	-11	-5	0.9	0
Cc1ccc(CC(NC(=O)c2ccccc2)C(=O)NC(C)C(=O)O)cc1 (configuration not stated)	i	-9	-5	10	-8	1	-5	-0.5	-4
Cn1ccc2c(-c3ccc(C(=O)O)cc3)cc3c(c21)C1CCC3O1 (configuration not stated)	.	1	4	3	-10	13	-2	0.1	3

3 entries already listed, sorted by the number in NRP1-CendR mod, descending.
mol	NRP1-CendR mod
O=C(Nc1ccccc1C(=O)Nc1ccncc1)c1ccc([N+](=O)[O-])cc1	0
COc1ccc(C(C(O)C(=O)c2c[nH]c3ccccc23)N2CCN(c3ccc(OC)cc3)CC2)cc1 (configuration not stated)	-10
COc1ccc(C(=O)c2ccccc2)c2c(O)ccc(C(=O)c3ccccc3)c12	-11
